FBPA coupling cs: counter-screen for Giardia aldolase inhibitors: coupling enzyme system | coupling enzyme system counterscreen, AmpLite Red fluorescence | hit rate 0.67% among 290,000 | activity change, negative = inhibition, % at 58.2 µM, hits read low | AID 2472; in the data active = activity change below about -30%
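Compounds tested against the coupling enzymes alone at 57.5 uM final; readout was AmpLite Red fluorescence (525/598 nm) after 20 min at RT.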
An asterisk follows results filed as active; & = joins results of further samples. % is scaled to controls: 0 for no effect and ±100 for the full control effect. The list is partial; count on the stated rates, not on these rows.

SMILES	FBPA coupling cs
NC[C@@H]1O[C@H](O[C@@H]2[C@H](O[C@@H]3O[C@H](CO)[C@@H](COC[C@H]4O[C@@H](CN)[C@@H](O)[C@@H](O)[C@@H]4N)[C@@H]3O)[C@@H](O)[C@@H](N)C[C@H]2N)[C@@H](N)[C@H](O)[C@@H]1O	3
CCCCCCCCCCCCCCCCOCC(CO)OC(C)=O (centres undefined)	-1
C[C@H]1Cc2c(-c3ccccc3)nc3c(c2CO1)CN(C(=O)NCc1ccco1)CC3	-3
O=C(O)c1ccc(O)cc1	3
CCCCCCCC/C=C\C/C=C\C/C=C\CCCC(=O)NCCO	-2
Cc1ccc(SCC(Cc2ccccc2)N2CCN(CCc3ccccc3)CCC2=O)cc1 (centres undefined)	2
CCCC[C@@H]1C[C@H]1C(NC(=O)c1ccc(C(F)(F)F)cc1)c1ccc(C(=O)OC)cc1 (some centres undefined)	-1
CN1CCN(c2ncc3nc(-c4cccs4)c(=O)n(Cc4ccc(F)cc4)c3n2)CC1	3
O=C(O)C1CCN(c2ncnc3ccc(-c4ccccc4C(F)(F)F)cc23)CC1	9
COc1ncc2ncc(=O)n(Cc3cccs3)c2n1	2
CC(C)[C@H](CO)Nc1nc(Nc2ccc(C(=O)O)c(Cl)c2)c2ncn(C(C)C)c2n1	3
CCC1=C2CC[C@H]3C(=O)N(CC(=O)OC)C(=O)[C@H]3[C@H]2[C@@]2(C)C(=O)N(Cc3ccccc3)C(=O)N2C1=O	-3
CCCCC/C=C\C/C=C\C=C\[C@@H](O)C/C=C\CCCC(=O)O	1
CCOC(=O)N1C(C)CN(/[N+]([O-])=N/Oc2ccc([N+](=O)[O-])cc2[N+](=O)[O-])CC1C (centres undefined)	5
N[C@H](C(=O)O)[C@H](OCc1ccccc1)C(=O)O	5
COC(=O)[C@@]1(Cc2ccc(F)cc2)[C@H]2c3cc(C(=O)N(C)C)n(Cc4cc(C)n(C)n4)c3C[C@H]2CN1C(=O)c1ccccc1	4
C#C[C@]1(O)CC[C@H]2[C@H]3CCc4cc(O)ccc4[C@@H]3CC[C@@]21C	0
CC(C)=CCn1cnc2c1C(NOCc1ccccc1)=NCN2	1
CC(C)CN1CC2(CCN(C(=O)c3cnccn3)CC2)C1	-1
COc1ccc(C2=Nn3c(nnc3-c3cccc(OC)c3OC)SC2)cc1OC	1
CCC(/C=C/C(C)C1CCC2C3CC=C4CC(O)CC[C@@]4(C)C3CC[C@@]12C)C(C)C (some centres undefined)	1
Cc1cccc(C)c1Nc1oc(-c2ccccc2)nc1-c1ccccc1	3
CC(=O)c1ccc(C2CC34CNS(=O)(=O)C3CC2O4)cc1 (centres undefined)	6
O=c1cnc2cnc(Nc3ccccc3)nc2n1Cc1cccs1	-2
Cc1noc(C)c1-c1nc(N2CCNCC2)c2ccccc2n1	2

Rewritten in markdown: four of the compounds above
| Structure | FBPA coupling cs |
| --- | --- |
| CC(=O)c1ccc(C2CC34CNS(=O)(=O)C3CC2O4)cc1 (centres undefined) | 6 |
| NC[C@@H]1O[C@H](O[C@@H]2[C@H](O[C@@H]3O[C@H](CO)[C@@H](COC[C@H]4O[C@@H](CN)[C@@H](O)[C@@H](O)[C@@H]4N)[C@@H]3O)[C@@H](O)[C@@H](N)C[C@H]2N)[C@@H](N)[C@H](O)[C@@H]1O | 3 |
| CCCC[C@@H]1C[C@H]1C(NC(=O)c1ccc(C(F)(F)F)cc1)c1ccc(C(=O)OC)cc1 (some centres undefined) | -1 |
| C#C[C@]1(O)CC[C@H]2[C@H]3CCc4cc(O)ccc4[C@@H]3CC[C@@]21C | 0 |

Remaining list, next part
SMILES	FBPA coupling cs
CS(=O)(=O)c1ccc(Cn2c3c(c4cc(F)cc(F)c42)CCC[C@H]3CC(=O)O)cc1	12
COc1ccc(-c2nc3cnc(Nc4ccccc4)nc3n(Cc3cccs3)c2=O)cc1	1
COCCNc1ncnc2ccc(-c3c(C)noc3C)cc12	1
COc1ccccc1C1OC(=O)CC1C(=O)OC[C@@H]1CCCN2CCCCC12 (some centres undefined)	3
COC(=O)C1=C(C)N(Cc2ccccc2)[C@]23O[C@](C(=O)OC)(C(=O)N2C1c1ccccc1)C(C(=O)OC)C3C(=O)OC (some centres undefined)	3&6
CO[C@H]1COC(=O)[C@H](C)NC(=O)[C@@H](C)COC(=O)[C@H]2CCCN2C(=O)C/C=C\[C@H]1C	1
COc1ccc2nc3cc(Cl)ccc3c(NCCCN3CCN(CCCNc4c5ccc(Cl)cc5nc5ccc(OC)cc45)CC3)c2c1	0
COCC(=O)N1CCC2(CCCN(Cc3cc(C(F)(F)F)cc(C(F)(F)F)c3)C2)CC1	0
C[C@]12C[C@@](C)(C=C1/C=C/c1ccccc1)C(=O)C[C@H]2c1ccccc1	3
Cn1c(=O)c(-c2cccc(Cl)c2)nc2cncnc21	-1
COC(=O)c1ccc(C(/C=C/[C@@H](C)C(=O)NCc2ccccc2)NC(=O)OCc2ccccc2)cc1 (some centres undefined)	1
Cn1cccc1C(=O)N1CCC[C@@]2(CCN(c3ccccc3)C2)C1	-1
Cc1noc(C)c1C(=O)N1CCC2(CC1)CN(C(=O)Nc1cccc(F)c1)C2	0
CCOC(=O)CC(CC(C)=O)C(=O)OCC (centres undefined)	0
C[C@@H]1C(=O)OC2C[C@@]34[C@H]5C[C@@H](C(C)(C)C)[C@@]36C(O)C(=O)O[C@H]6O[C@@]4(C(=O)O5)[C@]21O (some centres undefined)	1
CCCC[C@@H]1C[C@H]1C(NC(=O)c1ccccc1)c1ccc(Cl)cc1 (some centres undefined)	-2
CN1CCN(c2ncc3nc(CCc4ccccc4)c(=O)n(CCc4ccccc4)c3n2)CC1	0
COC(=O)[C@@]1(C)C=C[C@@H](Cc2ccccc2)N1C(=O)c1ccccc1	2
CSCC[C@H](N)C(=O)N[C@@H](CCCN=C(N)N)C(=O)N[C@@H](Cc1ccccc1)C(=O)N[C@@H](Cc1ccccc1)C(=O)N[C@H](C(=O)O)C(C)C	5
COC(=O)[C@@]1(Cc2ccccc2-c2ccco2)C=C[C@H](C)[C@@H](c2ccccc2)N1C(=O)C(F)(F)F	2
CC(C)CCCC(C)C1CCC2C3CC[C@H]4CC(=O)CC[C@@]4(C)C3CC[C@@]12C (some centres undefined)	6
CC(C)CCCC(C)CCCC(C)CCCC(C)C(=O)O (centres undefined)	11
COC(=O)[C@@]1(Cc2ccccc2)[C@H]2c3cc(C(=O)N4CCCC4)[nH]c3C[C@H]2CN1C(=O)c1ccccc1	3
COc1ccccc1CNc1ncncc1-c1ccccc1C(F)(F)F	0
C=CCOC(=O)C(C(=O)CC)C(NC(=O)OC)c1ccc(F)cc1 (centres undefined)	0

Already shown: an excerpt of the list.
SMILES	FBPA coupling cs
CC(C)CCCC(C)C1CCC2C3CC[C@H]4CC(=O)CC[C@@]4(C)C3CC[C@@]12C (some centres undefined)	6
CC(C)CCCC(C)CCCC(C)CCCC(C)C(=O)O (centres undefined)	11
COC(=O)[C@@]1(Cc2ccccc2)[C@H]2c3cc(C(=O)N4CCCC4)[nH]c3C[C@H]2CN1C(=O)c1ccccc1	3
COc1ccccc1CNc1ncncc1-c1ccccc1C(F)(F)F	0
C=CCOC(=O)C(C(=O)CC)C(NC(=O)OC)c1ccc(F)cc1 (centres undefined)	0

Next section:
SMILES	FBPA coupling cs
CN(C)c1ccc(-c2nccc(NCCN3CCOCC3)n2)cc1	-1
COC(=O)[C@@]1(Cc2ccccc2)[C@H]2c3cc(C(=O)N(C)C)n(Cc4ccccn4)c3C[C@H]2CN1C(=O)c1ccccc1	2
c1cncc(-c2nccc(NCc3cccs3)n2)c1	2
COc1ccc(-c2nc3cnc(N(C)C)nc3n(C)c2=O)cc1	0
CC(C)=CCC/C(C)=C/CO/N=C1/C[C@@H](O)[C@@H](O)[C@@H]2[C@@H]3C(=O)N(C4CCCCC4)C(=O)[C@H]3CC[C@H]12	2
C=CCC(C)(O)c1ccsc1 (centres undefined)	4
CC(=O)OCON[N+]([O-])=NC1CCCCC1	0
COc1ccc(-c2nc(-c3ccccc3)c(Nc3c(C)cccc3C)o2)cc1	1
CCN(C/C=C/C#CC(C)(C)C)Cc1cccc(OCc2cc(-c3ccsc3)cs2)c1	-4
CSc1nnc(SC)nn1	1
CO[C@H]1COC(=O)[C@@H](Cc2ccccc2)NC(=O)[C@@H](C)COC(=O)CCC[C@@H]1C	4
O=C(c1cc(C(F)(F)F)cc(C(F)(F)F)c1)N1CCC2(CC1)CCN(c1ccccn1)CC2	-3
O=C(c1cccc(F)c1)N1CCC2(CC1)CN(c1ccncc1)C2	-2
COCC(=O)N1CCC2(CCCN(C(c3ccccc3)c3ccccc3)C2)CC1	5
NC(=O)C[C@H](NC(=O)Cc1ccc(O)cc1O)C(=O)O	-8&3
COC(=O)C1=C(C)[C@H](O)[C@@H](C)[C@](C)(c2cc(OC)c(C)c(OC)c2COc2ccccc2)O1	1
CC(C)[C@H](NC(=O)[C@H](CC(=O)O)NC(=O)CNC(=O)[C@@H](N)CCCN=C(N)N)C(=O)O	0
COc1ccc(-c2ccc(C3C4C=CCC(C)C4C(=O)N3Cc3ccccc3)c(F)c2)cc1C (centres undefined)	-1
COc1ccccc1CN1CCC2(CC1)CCN(C(=O)c1cc(C(F)(F)F)cc(C(F)(F)F)c1)CC2	3
Cc1cc(C)c2c(-c3ccc(-c4ccc(C(F)(F)F)cc4)cc3)cc(=O)oc2c1	2
N#Cc1ccc(CN2CC3(CCN(C(=O)c4ccncc4)CC3)C2)cc1	0
CC(C)C[C@@H](CC(=O)N[C@@H](CCC(=O)O)CC(=O)O)NC(=O)[C@@H]1CNCC[C@H]1NC(=O)C[C@@H](NC(=O)C[C@H](CO)NC(=O)[C@@H]1CCCC[C@H]1N)C(C)C	1
COc1ccc2[nH]cc(CCNc3cc(-c4ccc(C(=O)N(C)C)cc4)ncn3)c2c1	0
Cc1cc(N(C)C)nc(Cl)n1	-4
O=C(O)c1ccccc1OS(=O)(=O)O	4

Further compounds follow:
SMILES	FBPA coupling cs
COc1ccc(C2/C=C\C(c3ccc(OC)cc3)N(Cc3ccc(F)cc3)C(=O)C(=O)N2Cc2ccc(F)cc2)cc1 (centres undefined)	1
COc1ccc(C(OCCN2CCC[C@H](C(=O)O)C2)(c2ccc(OC)cc2)c2ccc(OC)cc2)cc1	-1
Cc1ccc(C(=O)Cn2c3c(sc2=N)CCCC3)cc1	-1
CCOC(=O)N/N=C1/C[C@@H](O)[C@@H](O)[C@@H]2[C@@H]3C(=O)N(CC)C(=O)[C@H]3CC[C@H]12	2
OC(CN1CCNCC1)Cn1c2ccc(Br)cc2c2cc(Br)ccc21 (centres undefined)	1
C[C@H]1Cc2c(COc3ccccc3)nc3c(c2CO1)CN(C(=O)NCc1ccco1)CC3	0
CN(C)C(=O)c1ccc(-c2ccc3ncnc(Nc4ccc(F)cc4)c3c2)cc1	-3
CO[C@@H]1COC(=O)[C@@H](C)NC(=O)C/C=C\[C@@H](C)[C@H](NS(=O)(=O)c2ccc(C)cc2)COC(=O)[C@H](C)NC(=O)C/C=C\[C@H]1C	1
COC(=O)[C@H](Cc1ccccc1)NC(=O)O[C@@H]1C(=O)c2ccc(OC)cc2O[C@H]1c1ccc2c(c1)OCO2	-1
O=c1c(CCc2ccccc2)nc2cncnc2n1-c1ccccc1	-1
COc1c(OC)c2occc2c2oc(=O)ccc12	1
C1=C(CN2CCOCC2)COc2c1cccc2OC[C@@H]1CNCCO1	0
COC(=O)C1(CC(C)C)C=C2C(=C(C(C)C)C(=O)C2C)CN1 (centres undefined)	1
COc1ccc(CNc2ncnc3ccc(-c4cccnc4)cc23)c(OC)c1	0
O=C(Nc1ccncc1)c1cc([N+](=O)[O-])ccc1Cl	1
COCC(=O)N1CCC2(CC1)CCN(C(=O)Nc1cccc(F)c1)CC2	0
O=c1c(-c2ccccc2)nc2cnc(Nc3ccccc3)nc2n1Cc1cccs1	0
COc1ccc(-c2nc3cnc(N4CCN(C)CC4)nc3n(C)c2=O)cc1	-2
COC(=O)CN1C(=O)[C@@H]2[C@H](C1=O)[C@@H]1CC(C(=O)OC)=C[C@@H](C(=O)OC)C3C1=C(C(=O)[C@@]3(C)NC(=O)c1ccccc1)[C@@H]2C (some centres undefined)	5
C[C@@]1(C(NS(=O)(=O)c2cccc3cccnc23)c2ccc(-c3ccccc3)cc2)C[C@H]1C1CCCCC1 (some centres undefined)	-3
COC(=O)C1CC1C(NC(=O)[C@@H]1CCCN1)c1ccccc1 (some centres undefined)	3
CC(=O)OC1CC[C@]2(C)C(=CCC3C4CCC(C(C)CCCC(C)C)[C@]4(C)CCC32)C1 (some centres undefined)	0
C/C=C1\COC(C(=O)NC)(C(F)(F)F)C=C1C=C1CCCCC1 (centres undefined)	-1
C#C[C@]1(O)CC[C@@H]2[C@H]3CCC4=Cc5oncc5C[C@]4(C)[C@@H]3CC[C@@]21C	1
Cn1c(=O)c(-c2ccccc2)nc2cncnc21	5

A draw from above in order of length of the SMILES, highest first:
SMILES	FBPA coupling cs
CCOC(=O)N/N=C1/C[C@@H](O)[C@@H](O)[C@@H]2[C@@H]3C(=O)N(CC)C(=O)[C@H]3CC[C@H]12	2
COc1ccc(C2/C=C\C(c3ccc(OC)cc3)N(Cc3ccc(F)cc3)C(=O)C(=O)N2Cc2ccc(F)cc2)cc1 (centres undefined)	1
COC(=O)C1CC1C(NC(=O)[C@@H]1CCCN1)c1ccccc1 (some centres undefined)	3

New compounds follow.
SMILES	FBPA coupling cs
CCN1C(=O)[C@H]2[C@H]3[C@H](O)[C@H](O)C/C(=N/OCc4ccccc4)[C@@H]3CC[C@@H]2C1=O	2
Cc1ccc(S(=O)(=O)OCCc2ccccc2)cc1	4
Cc1noc(C)c1C(=O)N1CCC2(CCCN(Cc3nccs3)C2)CC1	2
COC[C@H]1O[C@@H](c2c(OC)cc(OC)cc2OC)[C@H](OC)[C@@H](OC)[C@@H]1OC	2
N#CCCCS(=O)(=O)c1ccccc1	1
COc1ccccc1/C=C\C(=O)O	2
CCCn1c(C)nc2c(NC3CCN(Cc4ccccc4)CC3)nc(C)nc21	0
CS(=O)(=O)CCNCc1nc(-c2ccc3ncnc(Nc4ccc(OCc5cccc(F)c5)c(Cl)c4)c3c2)cs1	-2&-3
CCCn1c(-c2ccc(F)cc2)nc2c(NCCCN(CCO)CCO)nc(C)nc21	2
Cc1cnc(CNc2cc(-c3ccccc3Cl)ncn2)cn1	0
O=C(Nc1cccc(F)c1)N1CCCC2(CCN(C(=O)c3ccncc3)CC2)C1	-1
